Screening data from PubChem.
AMPAR-TARP mod: modulators of AMPA receptor GluA2-stargazin complexes. O88602+P19491. HEK293 GluA2+stargazin, membrane potential dye (FDSS), glutamate EC50; hits were called plate by plate, in both directions. calls only at 30 µM. actives 3.5% (n = 40,000). AID 1259245;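 active = any of four per-well response measures lying three or more SD from its plate-wide compound average, in either direction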
Target sequence (O88602 whole entry, looked up): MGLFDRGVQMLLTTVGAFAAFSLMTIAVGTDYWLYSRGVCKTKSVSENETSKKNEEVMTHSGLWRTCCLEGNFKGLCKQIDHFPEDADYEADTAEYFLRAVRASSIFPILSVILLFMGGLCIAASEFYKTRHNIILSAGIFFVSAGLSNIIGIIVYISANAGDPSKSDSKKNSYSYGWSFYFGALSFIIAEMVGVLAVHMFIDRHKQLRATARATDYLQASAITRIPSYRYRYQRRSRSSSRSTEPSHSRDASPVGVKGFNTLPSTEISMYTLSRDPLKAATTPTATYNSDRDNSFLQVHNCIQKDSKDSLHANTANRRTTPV
Target sequence (P19491 whole entry, looked up): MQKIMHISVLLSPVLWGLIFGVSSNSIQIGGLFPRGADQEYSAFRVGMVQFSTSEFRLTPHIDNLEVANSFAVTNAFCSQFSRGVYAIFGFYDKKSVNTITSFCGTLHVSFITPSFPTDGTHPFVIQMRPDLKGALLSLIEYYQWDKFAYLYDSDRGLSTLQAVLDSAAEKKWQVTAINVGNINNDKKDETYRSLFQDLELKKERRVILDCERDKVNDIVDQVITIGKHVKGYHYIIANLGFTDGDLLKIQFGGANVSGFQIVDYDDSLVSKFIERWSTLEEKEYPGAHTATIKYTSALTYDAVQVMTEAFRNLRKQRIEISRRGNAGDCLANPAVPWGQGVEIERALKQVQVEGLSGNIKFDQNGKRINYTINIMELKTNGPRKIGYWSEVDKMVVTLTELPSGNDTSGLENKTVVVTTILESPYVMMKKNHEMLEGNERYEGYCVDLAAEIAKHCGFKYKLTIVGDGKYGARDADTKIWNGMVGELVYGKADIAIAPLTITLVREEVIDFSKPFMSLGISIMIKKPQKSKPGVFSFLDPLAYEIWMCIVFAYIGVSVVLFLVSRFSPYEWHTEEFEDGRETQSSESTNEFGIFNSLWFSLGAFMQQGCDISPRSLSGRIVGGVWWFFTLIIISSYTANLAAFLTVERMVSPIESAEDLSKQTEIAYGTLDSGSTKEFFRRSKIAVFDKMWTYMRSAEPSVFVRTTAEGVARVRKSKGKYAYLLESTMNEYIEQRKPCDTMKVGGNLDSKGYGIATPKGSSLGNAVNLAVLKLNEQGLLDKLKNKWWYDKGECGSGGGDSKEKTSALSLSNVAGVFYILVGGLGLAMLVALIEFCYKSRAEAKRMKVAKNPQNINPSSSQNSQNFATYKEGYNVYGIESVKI
AMPAR-TARP mod agonism max-min: also measured in AMPAR-TARP mod; calls as there; compound max-min signal; compound-alone response (agonism);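 unitless range of fluorescence divided by baseline over first 100 seconds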
AMPAR-TARP mod glutamate slope: further read-out of AMPAR-TARP mod, marked with its call; glutamate slope, % of max; measured here: glutamate response slope, % max;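 scaled per plate between vehicle wells and maximal 1 mM glutamate control wells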
An asterisk follows results filed as active; i = inactive; + = active, no number; & = joins results of further samples.

SMILES	AMPAR-TARP mod	AMPAR-TARP mod agonism max-min	AMPAR-TARP mod glutamate slope
Cc1cc(Br)c(S(=O)(=O)N2CCN(c3c(C)cccc3C)CC2)cc1C	i	0.04	55
COCCNC(=O)Nc1ccc2c(c1)CN(C(C)=O)CC2	i	0.075	47
CCOC(=O)c1ccc(-n2c(C)c(C)n3c4c(=O)n(CC(N)=O)c(=O)n(C)c4nc23)cc1	i	0.12	66
O=C(NCCC1=CCCCC1)C(=O)NCc1ccccc1Cl	i	0.087	72
O=C(Cc1cccc2ccccc12)NCC1CCN(C(=O)COc2ccccc2)CC1	+	0.11*	48*
CN1CCN(c2ccc(-c3cccc(NC(=O)COc4ccc(F)cc4F)c3)nn2)CC1	i	0.072	60
CCNS(=O)(=O)c1ccc(Cl)c(OCC)c1	i	0.11	50
CCc1ccc(S(=O)(=O)NCC2CCN(C)CC2)cc1	i	0.059	32
O=C(Nc1nnc(-c2ccc3c(c2)OCCO3)o1)c1ccno1	i	0.091	48
COc1ccc(-c2nnc3ccc(OCCNC(=O)c4ccco4)nn23)cc1	+	0.16*	61*
O=C(Nc1ccc(N2CCCS2(=O)=O)cc1)c1cccc(Cl)c1	i	0.04	48
O=C(CCCS(=O)(=O)c1ccccc1)Nc1nc2c(cc3c4c(cccc42)CC3)s1	i	0.074	70
CC(C)(C)c1ccc(C(=O)Nc2ccc([N+](=O)[O-])cn2)cc1	i	0.078	19
COCCNC(=O)C(=O)NCc1cccc(OC)c1	i	0.081	56
Cc1ccc(C)c2sc(N3CCN(C(=O)CCCS(=O)(=O)c4ccccc4)CC3)nc12	i	0.039	48
CC(C)CCn1c(Sc2nc3ccccc3s2)nc2c1c(=O)[nH]c(=O)n2C	i	0.026	54
CCCCn1c(SCc2nc(-c3cc(OC)cc(OC)c3)no2)nc2ccsc2c1=O	i	0.068	76
O=C(c1ccc(S(=O)(=O)N2CCCCC2)cc1)N1CCCCC1	i	0.071	57
COCC(=O)N1CCC2(CC1)NC(=O)N(Cc1ccc(Cl)cc1)C2=O	i	0.043	25
CCOC(=O)c1ccc(N2CCOCC2)cc1	i	0.055	53
CC(C)NC(=O)Cn1c(C2CC(=O)N(Cc3ccc(F)cc3)C2)nc2ccccc21 (configuration not stated)	i	0.1	62
CC(=O)c1cccc(NC(=O)c2nnn(-c3cccc(C)c3)c2N)c1	i	0.083	58
Cc1nc(C(=O)N2CCC(c3nnc(C(C)C)o3)CC2)cs1	i	0.12	60
O=C(Nc1c2c(nn1-c1ccc(Cl)cc1)CS(=O)(=O)C2)C(=O)N1CCCC1	i	0.057	64
COc1ccc(C)cc1S(=O)(=O)NCCCn1nc(-c2cccs2)ccc1=O	i	0.11	66
COc1ccc(S(=O)(=O)N2CCC3(CC2)NC(=O)N(Cc2ccccc2)C3=O)c(OC)c1OC	i	0.08	47
COc1cccc2cc(C(=O)Oc3c(C)ccc(C)c3C)c(=O)oc12	i	0.092	65
COc1ccccc1N1CCN(S(=O)(=O)CCN2C(=O)CCCC2=O)CC1	i	0.086	51
Cc1cc(C)c(S(=O)(=O)N(C)CCCC(=O)O)cc1N(C)S(C)(=O)=O	i	0.094	60
CCN(CC)C(=O)Cn1cc(C(=O)C(=O)NCCN2CCOCC2)c2ccccc21	i	0.045	52
O=C(CSc1nc(=O)n(CCCO)c2c1CCC2)NCc1ccccc1	i	0.049	47
O=C(NCc1cccs1)C(=O)N1CCN(c2cccc(Cl)c2)CC1	i	0.091	62
O=C(Nc1ccccc1)C(=O)Nc1ccc([N+](=O)[O-])cc1	i	0.12	60
C=CCNC(=O)Cc1csc(Nc2ccc(S(C)(=O)=O)cc2)n1	i	0.096	54
Cc1nnc2ccc(N3CCN(C(=O)NCc4ccccc4)CC3)nn12	i	0.13	42
COCCCN1C(=O)C(O)=C(C(=O)C2CC2)C1c1ccc(OC)c(OC)c1 (configuration not stated)	i	0.089	66
CSc1ncccc1C(=O)N1CCC(CNC(=O)c2ccsc2)CC1	i	0.052	49
COc1ccccc1Cn1c(C(C)NC(=O)c2ccco2)nc2ccccc21 (configuration not stated)	i	0.078	40
O=C(Cn1nc(-c2ccc(Cl)cc2)ccc1=O)N1CCCCCC1	i	0.037	53
COc1ccc(OC)c(S(=O)(=O)Nc2ccc(C)c(N3CCCC3=O)c2)c1	i	0.03	40
Cc1nn(C2CCS(=O)(=O)C2)c(C)c1CC(=O)Nc1ccc(F)c(Cl)c1 (configuration not stated)	i	0.13	63
Cc1cccc(Nc2ccc(N3CCN(S(=O)(=O)c4c(C)noc4C)CC3)nn2)n1	+	0.39*	42*
Cc1cccc(-n2ncc3c(=O)n(CC(=O)N4CCOCC4)cnc32)c1C	i	0.12	65
CCOC(=O)C1=C(C)NC(=O)NC1c1c(OCC)ccc2ccccc12 (configuration not stated)	i	0.056	29
COc1ccc(S(=O)(=O)CC(=O)Nc2nc(-c3ccc(F)cc3)cs2)cc1	i	0.033	27
Cc1ccc(S(=O)(=O)N(C)CC(=O)N2CCCCC2)cc1	i	0.084	62
CCOc1ccc(C(=O)Nc2ccc(N3CCCCS3(=O)=O)cc2)cc1OCC	i	0.099	68
O=C(CSc1ccc(NC(=O)c2ccco2)nn1)Nc1ccccc1F	i	0.09	44
COc1ccc2c(=O)c(Oc3ccc(C(=O)Nc4nc5ccccc5[nH]4)cc3)c(C)oc2c1	i	0.096	46
O=C(Cn1nc(-c2ccco2)ccc1=O)NCCc1ccccc1	i	0.074	60
Other results follow:
SMILES	AMPAR-TARP mod	AMPAR-TARP mod agonism max-min	AMPAR-TARP mod glutamate slope
COCc1cnc2c(c1SCC(=O)Nc1cccc(C(F)(F)F)c1)c(=O)n(C)c(=O)n2C	i	0.062	47
CSc1ccc(NC(=O)C2CCCN2S(C)(=O)=O)cc1 (configuration not stated)	i	0.1	66
O=C(NCc1cccc(Oc2ccc(F)cc2)c1)c1ccc(=O)[nH]c1	i	0.13	40
O=C(Cn1cnc(-c2ccccc2)cc1=O)NCc1ccc2c(c1)OCO2	i	0.096	44
CC(=O)OCC(=O)CC12CC3CC(CC(C3)C1)C2	i	0.046	33
CCn1c(C2CC(=O)N(c3cccc(Cl)c3C)C2)nc2ccccc21 (configuration not stated)	i	0.063	44
Cc1c(Cl)cccc1NC(=O)C(=O)NCC(c1cccc2ccccc12)N1CCOCC1 (configuration not stated)	i	0.11	64
COc1cc(OC)cc(C(=O)N2CCN(c3nccn3C)CC2)c1	i	0.067	57
COCCNC(=O)NCC1CCN(c2ccccn2)CC1	i	0.11	58
O=C(NCCn1ncc2c(N3CCCC3)ncnc21)C1COc2ccccc2O1 (configuration not stated)	i	0.074	74
O=C(c1ccc(Cl)c(N2C(=O)CCS2(=O)=O)c1)N1CCN(c2ncccn2)CC1	i	0.13	54
COc1ccc2[nH]c3c(c(=O)c2c1)CN(CC(=O)Nc1ccc2c(c1)OCCO2)CC3	i	0.027	31
CC1Cc2cc(-c3cc(CC(=O)NCCC4=CCCCC4)no3)ccc2O1 (configuration not stated)	i	0.057	55
Cc1cc(C(=O)Nc2nnc(-c3cc(C)n(C)n3)o2)nn1C	+	0.21*	46*
CC(=O)c1ccc(NC(=O)CSc2nc(=O)n(N3CCN(C)CC3)c3c2CCCC3)cc1	i	0.13	79
Cc1ccccc1OCC(=O)NCC(c1ccc(F)cc1)N1CCOCC1 (configuration not stated)	i	0.057	56
O=C(Cc1ccc(NC(=O)COc2ccccc2)cc1)NCc1cccs1	i	0.083	57
Cn1nc(NC(=O)/C=C\c2ccc3c(c2)OCO3)c2c1NC(=O)CC2c1ccco1 (configuration not stated)	i	0.12	67
CCOC(=O)c1ccc(NC(=O)CS(=O)(=O)Cc2ccccc2)cc1	i	0.12	43
CN1C(=O)Cc2cc(NC(=O)Nc3cccc(Cl)c3)ccc21	+	0.17*	56*
COc1cc([N+](=O)[O-])cc2cc(C(=O)OCCn3c([N+](=O)[O-])cnc3C)c(=O)oc12	i	0.1&0.096	44&111
Nn1c(CCc2c[nH]c3ccccc23)nn2c(=O)c3ccccc3nc12	i	0.11	76
CCOc1cc(C(=O)Nc2cc3c4c(c2)CCC(=O)N4CCC3)cc(OCC)c1OCC	i	0.071	58
CC(=O)N1CCc2c(sc(NC(=O)c3ccccc3)c2-c2nc3ccccc3s2)C1	i	0.12	60
COC(=O)c1sc2ccccc2c1S(=O)(=O)N1CCC(C(N)=O)CC1	i	0.1	49
COc1ccc(-c2noc(CSc3nc4ccccc4c(=O)n3Cc3ccco3)n2)c(OC)c1	i	0.09	47
Cc1ccc(C)c(S(=O)(=O)NCC(O)c2ccc(C(F)(F)F)cc2)c1 (configuration not stated)	i	0.19	50
O=C(Cc1cccs1)NCCS(=O)(=O)N1CCN(CCc2ccccc2)CC1	i	0.059	40
COc1ccc(OC)c(-c2cc(C(=O)N3CCC(OC)CC3)[nH]n2)c1	i	0.12	42
CCOc1ccc(NC(=O)C(=O)NCC(O)c2ccc(C(F)(F)F)cc2)cc1 (configuration not stated)	i	0.1	40

Ordered by molar mass (high to low): part of the list above
SMILES	AMPAR-TARP mod	AMPAR-TARP mod agonism max-min	AMPAR-TARP mod glutamate slope
CC(=O)c1ccc(NC(=O)CSc2nc(=O)n(N3CCN(C)CC3)c3c2CCCC3)cc1	i	0.13	79
CCOc1cc(C(=O)Nc2cc3c4c(c2)CCC(=O)N4CCC3)cc(OCC)c1OCC	i	0.071	58
CC(=O)N1CCc2c(sc(NC(=O)c3ccccc3)c2-c2nc3ccccc3s2)C1	i	0.12	60
Cn1nc(NC(=O)/C=C\c2ccc3c(c2)OCO3)c2c1NC(=O)CC2c1ccco1 (configuration not stated)	i	0.12	67
CCOc1ccc(NC(=O)C(=O)NCC(O)c2ccc(C(F)(F)F)cc2)cc1 (configuration not stated)	i	0.1	40
COC(=O)c1sc2ccccc2c1S(=O)(=O)N1CCC(C(N)=O)CC1	i	0.1	49
O=C(Cc1ccc(NC(=O)COc2ccccc2)cc1)NCc1cccs1	i	0.083	57
Cc1ccc(C)c(S(=O)(=O)NCC(O)c2ccc(C(F)(F)F)cc2)c1 (configuration not stated)	i	0.19	50
Cc1ccccc1OCC(=O)NCC(c1ccc(F)cc1)N1CCOCC1 (configuration not stated)	i	0.057	56
CCOC(=O)c1ccc(NC(=O)CS(=O)(=O)Cc2ccccc2)cc1	i	0.12	43
COc1ccc(OC)c(-c2cc(C(=O)N3CCC(OC)CC3)[nH]n2)c1	i	0.12	42
Nn1c(CCc2c[nH]c3ccccc23)nn2c(=O)c3ccccc3nc12	i	0.11	76
CN1C(=O)Cc2cc(NC(=O)Nc3cccc(Cl)c3)ccc21	+	0.17*	56*

Next part
SMILES	AMPAR-TARP mod	AMPAR-TARP mod agonism max-min	AMPAR-TARP mod glutamate slope
CCSc1nnc(NC(=O)c2nc(-c3cnccn3)no2)s1	i	0.16	50
COc1ccc(NC(=O)CCN2C(=O)c3ccccc3S2(=O)=O)cc1OC	i	0.037	65
CNC(=O)Cc1ccc(NC(=O)C2CC2)cc1	i	0.081	54
CCc1cccc2sc(N3CCN(C(=O)C4CCCN(S(C)(=O)=O)C4)CC3)nc12 (configuration not stated)	i	0.078	58
COc1ccc(S(=O)(=O)c2cnc(SCC(=O)NCc3ccc(F)cc3)[nH]c2=O)cc1OC	i	0.15	43
CC(=O)Cc1nsc(NC(=O)c2ccc(COc3ccccc3C)o2)n1	i	0.11	57
Cc1ccc(NCCNC(=O)c2ccccc2C(F)(F)F)nn1	i	0.14	53
COc1ccc(OC)c2[nH]c(=O)c(CCNC(=O)c3ccc(S(=O)(=O)N4CCCC4)cc3)cc12	i	0.11	46
CCSc1nnc(NC(=O)CSc2c(C)cnc3c2c(=O)n(C)c(=O)n3C)s1	i	0.093	65
COc1ccc(S(=O)(=O)N2CCC(C(=O)Nc3nc4ccc(F)cc4s3)CC2)cc1	i	0.1	54
CCc1ccc2nc(N(CCCN3CCOCC3)C(=O)CSc3ccc(OC)cc3)sc2c1	i	0.068	64
Cn1nnc2c(SCC(=O)Nc3ccc(F)c(Cl)c3)ncnc21	i	0.083	41
COc1ccc(F)cc1S(=O)(=O)NCC1CCN(C(=O)NC(C)(C)C)CC1	i	0.063	61
CC1=C(C(=O)Nc2ccccc2F)C(c2cccc(Br)c2)C2=C(CC(C)(C)CC2=O)N1 (configuration not stated)	i	0.12	46
O=C(CCCSc1ccc(NC(=O)C2CC2)nn1)Nc1ccccc1F	i	0.093	55
COc1ccc(C(=O)CSc2nc3ccccc3nc2C)cc1	i	0.11	79
O=C(Cc1ccc(NS(=O)(=O)c2cccc3ccccc23)cc1)NC1CC1	i	0.066	30
CCn1nc(C)cc1C(=O)N(Cc1ccccc1)Cc1ccccc1	i	0.13	62
CC1(C)CC(O)CC(C)(C)N1CC(O)COC12CC3CC(CC(C3)C1)C2 (configuration not stated)	i	0.063	46
O=C(NCCC1=CCCCC1)C(=O)NCC1CCN(C(=O)Oc2ccccc2)CC1	i	0.11	59
CN1CCN(C(CNC(=O)C(=O)NCc2cccs2)c2cccn2C)CC1 (configuration not stated)	i	0.057	49
O=C(CCS(=O)(=O)c1ccccc1)N1CCC(c2cccs2)CC1	i	0.099	59
Cc1ccc(CNC(=O)C(=O)NCCN2CCN(c3ccccc3)CC2)cc1	i	0.094	62
COc1ccc(C2CCN(C(=O)c3ccccc3Cl)C2)cc1 (configuration not stated)	i	0.032	40
O=C1CC(c2nc3ccccc3n2Cc2ccccc2F)CN1Cc1ccccc1 (configuration not stated)	+	0.19*	59*
Cc1ccc(NC(=O)C(=O)NC2CCCCCC2)cc1N1CCCC1=O	i	0.04	43
O=C(/C=C/c1ccccc1Cl)N1CCC(c2nnc(-c3ccco3)s2)CC1	i	0.085	71

A portion of the library; count on the stated rates, not on these rows.
